# Screening data as filed in PubChem.
# KB-V1 MDR tox – KB-V1 MDR subline cytotoxicity. KB-V1 MDR cells viability, CellTiter-Glo, 72 h. Potency, µM (series often up to 46.1 µM), for the others: at the top dose activity change, negative = cytotoxicity, hits mostly cytotoxic. hit rate 3.4% among 400,000; further: on the % scale 0 is the no-effect control and ±100 the full control effect; nearly all actives have a fitted effect of over 60% in size
#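 Following 72 h at 37 degrees C with compound, KB-V1 cell viability was read by CellTiter-Glo luminescence, medium being phenol-red-free DMEM plus 10% FBS; concentration-response parameters came from normalized, curve-fitted qHTS data.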
# TDP43 rescue – TDP-43 toxicity inhibition in yeast | TDP-43 expressing yeast growth rescue, BacTiter-Glo, 24 h | Potency, µM (highest dose often 46.1 µM), for the others: at the highest dose growth rescue (activation), most hits filed as activators | hit rate 1.8% among 410,000 | AID 652104; further: % of control where 0% means no effect; nearly all actives have a fitted effect of over 50% in size
#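 Yeast expressing TDP-43 (pregrown in raffinose, seeded at OD600=0.02 in galactose medium) exposed to compounds 24 hr at 30 deg C. Growth read by BacTiter-Glo luminescence; rescue of toxicity appears as increased signal.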
# GLP1R inv ag – inverse agonists of human GLP-1 receptor; P43220; HEK293 GLP-1R CRE-luciferase, luminescence, 24 h; GLP-1R form is constitutively active; Potency, µM (doses to about 38.3 µM), for the others: top-dose activity change, negative = inhibition, most hits filed as inhibitors; hit rate 1.6% among 410,000; AID 624417; further: on the % scale 0 is the no-effect control and ±100 the full control effect; nearly all actives have a fitted effect of over 55% in size
# Target sequence (P43220 whole entry, looked up): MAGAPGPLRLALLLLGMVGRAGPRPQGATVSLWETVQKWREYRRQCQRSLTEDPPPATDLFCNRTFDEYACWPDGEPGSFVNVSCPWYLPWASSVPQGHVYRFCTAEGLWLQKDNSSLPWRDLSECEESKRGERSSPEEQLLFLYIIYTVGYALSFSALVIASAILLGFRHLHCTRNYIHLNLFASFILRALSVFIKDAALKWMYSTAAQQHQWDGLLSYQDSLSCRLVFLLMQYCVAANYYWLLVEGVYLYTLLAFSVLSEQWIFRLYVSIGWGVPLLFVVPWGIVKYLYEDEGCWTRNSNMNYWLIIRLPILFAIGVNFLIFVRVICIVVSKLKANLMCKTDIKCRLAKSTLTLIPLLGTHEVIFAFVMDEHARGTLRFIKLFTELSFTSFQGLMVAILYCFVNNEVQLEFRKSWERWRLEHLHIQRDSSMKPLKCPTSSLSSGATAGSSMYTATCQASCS
#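 Readout was luciferase luminescence, measured 12 min after detection reagent at room temperature. Beforehand, GLP-1R reporter HEK293 cells had sat 12 h, then received compounds for 24 hr at 37 deg C.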
# HT1080NT lethal – kills 2HG-producing HT-1080-NT fibrosarcoma cells; AID 686970; Potency, µM (series often up to 46.1 µM), without a hit: at the top dose activity, negative = less viability, hits mostly cytotoxic; HT-1080-NT fibrosarcoma viability, CellTiter-Glo ATP luminescence, 48 h; hit rate 1.6% among 360,000;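 further: NT is the 2HG producing partner of a matched IDH1 knockdown line; 0% = DMSO-treated cells and -100% = media-only wells without cells; nearly all actives have a fitted effect of over 55% in size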
#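 Viability of the 2HG-overproducing fibrosarcoma line after 48 hours of compound exposure at 37 degrees C was determined by luminescence with CellTiter-Glo, and concentration-effect curves were then fitted and categorized.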
# GLP1R ag – agonists of human GLP-1 receptor | P43220 | HEK293 GLP-1R CRE-luciferase, luminescence, 4-6 h; cells express a hypersensitive GLP-1R form | Potency, µM (titrated, usually from 45.6 µM), for inactives: at the highest dose activation, most hits filed as activators | hit rate 0.007% among 380,000; further: % of control where 0% means no effect
# HT1080 IDH1KD tx – kills HT-1080 cells with IDH1 knockdown | HT-1080 IDH1 knockdown viability, ATP luminescence, 48 h | Potency, µM (series often up to 46.1 µM), for the others: at the top dose activity, negative = toxicity, most hits filed as cytotoxic | hit rate 2% among 360,000 | AID 686971;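 further: 0% = DMSO wells and -100% = cell-free medium wells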
#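 CellTiter-Glo luminescence after 48 h compound exposure at 37 degrees C of IDH1-knockdown HT-1080 cells in 5% FBS RPMI. %Activity scaled between DMSO wells and cell-free media wells, with curves fitted and assigned curve classes.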
# KB-3-1 tox – kills parental KB-3-1 adenocarcinoma cells; KB-3-1 viability, CellTiter-Glo ATP luminescence, 72 h; Potency, µM (titrated, usually from 46.1 µM), for inactives: top-dose activity change, negative = cytotoxic, most hits filed as cytotoxic; hit rate 1.4% among 400,000; further: on the % scale 0 is the no-effect control and ±100 the full control effect; nearly all actives have a fitted effect of over 60% in size
#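 Luminescent ATP read-out (CellTiter-Glo) measures survival of drug-naive KB-3-1 cells after 72 h compound exposure at 37 °C. Titration series was screened from lowest to highest concentration, with DMSO vehicle plates as background controls.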
# GLP1R cytotox – cytotoxicity in counter-screen for GLP-1R inverse agonists | AID 624418 | Potency, µM (doses to about 38.3 µM), without a hit: at the top dose activity change, negative = inhibition, most hits filed as inhibitors | hit rate 0.13% among 410,000 | HEK293 cAMP-luciferase reporter cells, luminescence, 24 h;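 further: loss of luciferase light is scored as toxicity; on the % scale 0 is the no-effect control and ±100 the full control effect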
#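 To flag toxic compounds, the library was rerun on cells for 24 hr at 37 deg C and 5% CO2. Viability-linked luminescence was captured 12 min after adding luciferase detection reagent.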
# SW480 rereplic – inducers of DNA re-replication in SW480 colon cancer cells; AID 624297; hit rate 1.8% among 340,000; SW480 DNA re-replication, Hoechst DNA content imaging, 48 h; Potency, µM (top dose mostly 46.1 µM), inactives show at the top dose re-replication activation, most hits filed as activators; further: % of control where 0% means no effect; nearly all actives have a fitted effect of over 55% in size
#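 DNA re-replication was detected as more nuclei of elevated Hoechst intensity after 48 hr exposure to compound (23 nL pinned per well of 250 cells).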
# * hit, by the source's call; ? = inconclusive; / = not tested or not shown; [ ] = dose if it differs, or a comment. The call rests on the fitted dose curve; in most records, active means well fitted curve in the direction sought with a large enough effect; inconclusive means small, poorly fitted or top-dose-only effect, or another doubt; inactive means no such curve, though single readings can be large; an effect the other way counts as inactive or inconclusive. Potency means the concentration at half of the fitted maximal effect.
SMILES,KB-V1 MDR tox,TDP43 rescue,GLP1R inv ag,HT1080NT lethal,GLP1R ag,HT1080 IDH1KD tx,KB-3-1 tox,GLP1R cytotox,SW480 rereplic
O=C(CSc1cccc[n+]1[O-])c1ccccc1Br,-5%,35µM*,?,?,3%,?,-4%,0.79µM*,?
CC(=O)N(CN1C(=O)CCC1=O)c1ccc(Cl)c(Cl)c1,0%,-1%,-28%,16%,-3%,8%,4%,0%,3%
CCOc1cc(C(=O)OCC(=O)Nc2ncc(Cl)c(C)c2Cl)ccc1OCC(=O)N1CCOCC1,-16%,6%,4%,10%,1%,10%,10%,-4%,-9%
COC(=O)C(C)Oc1ccc(-c2nccc(-c3ccc(F)cc3)n2)cc1 (stereo not drawn),-3%,?,5%,24%,19%,25%,16%,8%,-6%
CC(C)N1CC(C(=O)Nc2ccc(F)c(Cl)c2)CC1=O (stereo not drawn),9%,15%,-7%,-6%,-2%,-8%,16%,0%,?
CCOC(=O)c1c2n(c3ccc(OC(C)=O)cc13)CCC2,7%,19%,15%,?,5%,8%,4%,5%,-8%
C[C@@H]1CN([C@@H](C)CO)C(=O)CCCn2nncc2CO[C@@H]1CN(C)C(=O)Nc1ccc(N2CCCCC2)cc1,3%,0%,11%,-6%,-3%,3%,-3%,5%,/
O=C(NCC1CCCO1)c1cc(-c2ccccc2)nc2ccc(Br)cc12 (stereo not drawn),-27%,9%,-37%,-4%,-1%,2%,-9%,-4%,-2%
COc1ccc(C(=O)Nc2ccc(N3CCN(C)CC3)cc2)cc1OC,-4%,/,7%,-3%,13%,4%,18%,3%,-8%
C/C(Nc1ccc(C)cc1)=C(/C#N)C(N)=O,-4%,0%,0%,22%,-4%,14%,7%,0%,-13%
CCOc1ccc(CCNC(=O)c2cccc(-n3cnnn3)c2)cc1OCC,18µM*,14%,4%,5%,11%,8%,-2%,-3%,-2%
Cc1nc(NC(=O)c2ccc(Br)o2)ccc1Br,0%,28%,1%,0%,15%,-5%,-4%,30%[activator],-6%
CC(C)CN(CC(C)C)C(=O)Nc1ccccc1F,28%,-14%,8.9µM*,13%,11%,18%,3%,30%,15%
CCc1ccc(N2CC(C(=O)OCC(=O)c3c(N)n(CC(C)C)c(=O)n(C)c3=O)CC2=O)cc1 (stereo not drawn),4%,12%,4%,5%,1%,-7%,-2%,-6%,25%
COc1ccccc1N1CCN(C(=O)CSc2nc3ccccc3[nH]2)CC1,-7%,-9%,7%,0%[9.24 µM],0%,6%,0%,-8%,-8%
COc1cccc(NC(=O)CSc2ccccn2)c1,1%,?,9%,1%,4%,-28%,-27%,-10%,-36%[inhibitor]
O=C(COC(=O)c1cc(-c2cccc3ccccc23)nc2ccccc12)NC1CCS(=O)(=O)C1 (stereo not drawn),-15%,-17%,0%,-2%,8%,-2%,27%,0%,8%
COCCN(Cc1cc2ccc(C)c(C)c2nc1Cl)C(=O)N1CCOCC1,-11%,-11%[0.397 µM],-6%,0%,11%,21%,1%,-2%,-6%
O=C(Nc1cccc(S(=O)(=O)N2CCCC2)c1)c1cc(-c2ccccn2)nc2ccccc12,?,/,?,-27%,3%,-6%,1%,-8%,-33%[inhibitor][1.84 µM]
Cc1cc(C)n(C(=O)CNc2ccccc2Cl)n1,?,4%,-1%,0%,6%,-4%,9%,4%,-4%
CCOC(=O)CCC(=O)N1CCOCCOCCN(C(=O)CCC(=O)OCC)CCOCCOCC1,?,-5%,10%,-9%,-8%,-6%,-14%,-18%,-4%
Cn1c(=N)n(CC(=O)c2ccccc2)c2ccccc21,-1%,-13%,11µM*,-6%,-1%,-17%,-19%,-18%,12%
Cc1cccc(-n2c3nc(=O)[nH]c(=O)c-3cc3ccc(Cl)cc32)c1C,0%,5%,-5%,/,-1%,/,2%,10%,/
CN1CCC(=NNC(=O)CN(c2ccc(Oc3ccccc3)cc2)S(C)(=O)=O)CC1,?,3%,-1%,-7%,-1%,-5%,-1%,-11%,-3%
COc1ccc(N2CCN(C(=O)CSc3ncnc4scc(-c5ccc(C)cc5)c34)CC2)cc1,-4%,11µM*,0%,-14%,24%,-17%,-8%,-9%,7%
COc1ccc(N=c2oc3ccc(OC)cc3cc2-c2nc3ccccc3[nH]2)cc1,?,8%,-12%,0%,2%,-11%,-4%,29%,12%
CC(C)Cn1c(N)c(C(=O)NCc2cccs2)c2nc3ccccc3nc21,10µM*,21%,?,-9%,-4%,-11%,?,147%[activator],5.2µM*
CCCC(=O)Nc1nc(C(=O)OCC)cs1,-27%,-5%,0%,6%,-1%,?,4%,9%,-9%
O=C1c2ccccc2C(=O)N1CC1=CCS(=O)(=O)C1,?,15%,11%,14%,-1%,12%,9%,-7%,-2%
NC(=O)C1CCN(C(=O)C2CCN(C(=O)Nc3ccccc3)CC2)CC1,3%,3%,3%,8%,-9%,10%,-1%,8%,-10%
CCN(c1ccccc1)S(=O)(=O)c1cc(NC(=O)COC(=O)C2CC2)ccc1Cl,0%,-11%[0.397 µM],?,-2%,11%,-13%,-9%,3%,-3%
Cc1ccc(NC(=O)c2sc(N)nc2-c2ccc([N+](=O)[O-])cc2)c(C)c1,4%,-18%,-23%,-30%,19%,?,-2%,?,1%
COc1ccc(/C=C2\SC(=S)N(NS(=O)(=O)c3ccccc3)C2=O)c(OC)c1,21%,10%,?,0%,-4%,1%,0%,0%,-19%
CC(C)(C)NC(=O)CCSc1nc(-c2ccc3c(c2)OCO3)cc(C(F)(F)F)n1,?,?,?,/,8%,/,-13%,-1%,/
c1ccc2c(c1)nnn2CNc1nccs1,0%,-12%,6%,-3%,7%,-2%,-18%,-7%,1%
[N-]=[N+]=CC(=O)C(Cc1ccccc1)N1C(=O)c2ccccc2C1=O (stereo not drawn),21%,?,-12%,6%,13%,3%,3%,?,-2%
COc1ccc(N2CCN(CCCNC(=O)C3CCCN(S(=O)(=O)c4cnc[nH]4)C3)CC2)cc1 (stereo not drawn),-6%,4%,12%,-10%,-4%,2%,-4%,-8%,?
CC(O)CNCc1ccccc1C(F)(F)F (stereo not drawn),?,10%,1%,6%,-4%,12%,6%,-4%,28%
Cc1cc(C)cc(N(CC(=O)NC2CCCCC2)C(=O)CNC(=O)c2ccco2)c1,-30%,1%,-5%,2%,0%,1%,-6%,20%,-7%
CC1CC(C#N)N(N(C)C)C1=C(C#N)C#N (stereo not drawn),1%,-8%,-23%,7%,-1%,6%,1%,-5%,-19%
O=C(CN1CCOCC1)n1c2ccccc2c2ccccc21,-5%,11%,?,-15%,1%,-9%,15%,10%,1%
O=C(Nc1cccc(S(=O)(=O)N2CCOCC2)c1)c1cc(=O)[nH]c2ccccc12,?,2%,21%,0%,-5%,0%,26%,6%,-14%
O=C(COc1cccnc1[N+](=O)[O-])Nc1cccc2ccccc12,-32%,?,?,-5%,3%,-4%,-6%,-17%,-4%
Cc1ccc(S(=O)(=O)NCc2ccccc2)cc1C(=O)N1CCN(c2ccccc2)CC1,?,11%,?,-3%,7%,1%,15µM*,-10%,?
COc1ccc(C(CC(=O)O)NS(=O)(=O)c2ccc3c(c2)N(C(C)=O)CC(C)O3)cc1 (stereo not drawn),?,10%,1%,13%,-2%,9%,10%,-8%,5%

# An excerpt from above, reduced to SW480 rereplic, GLP1R ag and KB-3-1 tox:
Compound | SW480 rereplic | GLP1R ag | KB-3-1 tox
CC1CC(C#N)N(N(C)C)C1=C(C#N)C#N (stereo not drawn) | -19% | -1% | 1%
O=C(CN1CCOCC1)n1c2ccccc2c2ccccc21 | 1% | 1% | 15%
O=C(Nc1cccc(S(=O)(=O)N2CCOCC2)c1)c1cc(=O)[nH]c2ccccc12 | -14% | -5% | 26%

# (listing goes on)
SMILES,KB-V1 MDR tox,TDP43 rescue,GLP1R inv ag,HT1080NT lethal,GLP1R ag,HT1080 IDH1KD tx,KB-3-1 tox,GLP1R cytotox,SW480 rereplic
C=CCn1c(SCC(=O)NNC(=O)Nc2cccc(Cl)c2)nnc1-c1ccccc1,15%,6%,?,2%,6%,-2%,-4%,-3%,-8%
O=C(CSc1nnc(Cn2c(=O)sc3ccccc32)n1-c1ccccc1)NCc1ccco1,9%,0%,-10%,-3%,-1%,0%,-1%,1%,4%
CSc1cccc(NC(=S)N(CCC(C)C)C2CCN(C(C)=O)CC2)c1,-3%,-13%,?,0%,9%,-7%,-1%,-1%,13%
CCOc1ccccc1NC(=O)c1cnc(NS(=O)(=O)c2ccccc2)nc1,?,-11%,17%,5%,7%,5%,-10%,5%,5%
CC1CCN(Cc2c(C(=O)N/N=C/c3cccc(C(F)(F)F)c3)nnn2-c2nonc2N)CC1,-10%,8%,?,-18%,6%,?,4%,?,-4%
COC(=O)C1=CN(Cc2cccs2)C=C(C(=O)OC)C1c1cccc(Cl)c1,?,15%,?,-8%,11%,-23%,23%,83%[activator],?
COc1ccc(NS(=O)(=O)c2cc(NC(=O)COc3ccc(OC)cc3)ccc2N2CCOCC2)cc1,2.3µM*,22%,1%,4%,5%,1%,11%,-22%,-4%
CCOC(=O)c1csc(NC(=O)CSc2nnnn2-c2ccc(OCC)cc2)n1,-4%,-20%,-8%,-1%,0%,11%,10%,5%,5%
CCOC(=O)c1cc(-c2ccc(C)cc2)n(CCC(=O)N2CCN(c3ccccn3)CC2)c1C,1.2µM*,22%,0%,4%,0%,4%,?,?,4%
